NALP1 inh – NALP1 inhibition; S. cerevisiae NALP1/ASC/caspase-1 growth, X-gal OD620, 72 h; inhibition, % at 10 µM; actives 0.61% (n = 280,000); AID 2071; in the data active = inhibition mostly above about 24%, no sharp cut-off; inactive = mostly below about 32%; also: some compounds called inactive have numbers as strong as hits
GPR7 antagonist – human neuropeptides B/W receptor 1 antagonism; actives 1.1% (n = 290,000); GPR7-expressing cells, fluorescence antagonist assay; AID 1861; inhibition, % at 4.4 µM; P48145; in the data active = inhibition above about 16%, passing the limit was not always enough;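 also: cells stimulated with the agonist NPW; 0% = agonist with vehicle and 100% = vehicle without agonist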
Target sequence (P48145 whole entry, looked up): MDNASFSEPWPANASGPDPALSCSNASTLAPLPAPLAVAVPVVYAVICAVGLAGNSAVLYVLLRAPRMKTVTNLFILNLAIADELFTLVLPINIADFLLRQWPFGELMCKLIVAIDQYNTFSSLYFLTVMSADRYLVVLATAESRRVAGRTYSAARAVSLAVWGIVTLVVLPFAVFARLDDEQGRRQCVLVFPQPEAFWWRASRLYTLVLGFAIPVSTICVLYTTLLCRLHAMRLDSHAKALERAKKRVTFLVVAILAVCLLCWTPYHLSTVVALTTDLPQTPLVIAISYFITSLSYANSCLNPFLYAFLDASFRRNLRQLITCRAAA
PHOSPHO1 inh – PHOSPHO1 (human) inhibition; inhibition, % at 13.3 µM; recombinant PHOSPHO1, absorbance phosphatase assay; actives 1.1% (n = 290,000); Q8TCT1; in the data active = inhibition above about 60%
Target sequence (Q8TCT1 whole entry, looked up): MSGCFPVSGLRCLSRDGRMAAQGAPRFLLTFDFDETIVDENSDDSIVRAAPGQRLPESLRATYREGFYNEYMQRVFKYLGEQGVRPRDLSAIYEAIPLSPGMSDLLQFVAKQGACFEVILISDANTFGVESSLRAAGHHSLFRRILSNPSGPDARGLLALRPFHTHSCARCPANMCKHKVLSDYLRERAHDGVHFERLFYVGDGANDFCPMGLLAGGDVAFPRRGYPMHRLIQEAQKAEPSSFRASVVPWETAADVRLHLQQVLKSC
IMP-1 inhibitor – blocks Pseudomonas aeruginosa IMP-1 metallo-beta-lactamase; purified IMP-1, nitrocefin hydrolysis, epi-absorbance fluorescence; inhibition, % at 5.6 µM; actives 0.45% (n = 290,000); AID 1556;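 active = inhibition above the mean plus 3 SD of all compounds in the same screening run, cut at about 4.5% in these data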;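 also: 0% = IMP-1 with DMSO and 100% = DMSO wells lacking enzyme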
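System: purified recombinant IMP-1 beta-lactamase. Medium: Zinc- and detergent-supplemented HEPES buffer, pH 7.1. Compound: one 5.6 µM dose […]. Schedule: 15 min preincubation plus 25 min reaction at 25 °C. Technique: Epi-absorbance fluorescence, 480 nm excitation, 530 nm emission.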
IDE cell inh – inhibitors of human insulin-degrading enzyme in cells; HEK cells, FAbetaB cleavage, fluorescence polarization; AID 434962; inhibition, % at 5.59 µM; P14735; actives 0.41% (n = 320,000);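 active = percent inhibition above the average of all tested compounds plus 3 SD, set per screening campaign, cut at about 16% in these data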;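 also: IDE supplied by intact live HEK cells; FP after avidin binding of uncleaved biotin substrate so inhibition keeps polarization high; 0% = DMSO wells and 100% = 60 µM reference IDE inhibitor Ii1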
VIM-2 inhibitor – inhibitors of Pseudomonas aeruginosa VIM-2 metallo-beta-lactamase; purified VIM-2, nitrocefin hydrolysis, epi-absorbance fluorescence; inhibition, % at 5.6 µM; actives 0.89% (n = 290,000); AID 1527;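 active = inhibition above the mean of all tested compounds plus 3 SD, cutoff set per screening run, cut at about 7.5% in these data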;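 also: red hydrolysis product quenches plate fluorescence so inhibitors raise well fluorescence; 0% = enzyme with DMSO and 100% = DMSO without enzyme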
IDE cell activ – boosts human insulin-degrading enzyme activity in HEK cells; P14735; FAbeta-B cleavage, fluorescence polarization; 0% vehicle, 100% cell-free pure enzyme wells; activation, % at 5.96 µM; actives 0.073% (n = 340,000);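 active = activation above the mean of all tested compounds plus 3 SD, set per screening campaign, cut at about 17% in these data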
PfM18AAP inh – blocks P. falciparum M18 aspartyl aminopeptidase | recombinant PfM18AAP, H-Glu-NHMec fluorogenic cleavage | inhibition, % at 7.35 µM | actives 1.2% (n = 290,000) | AID 1822;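 active = inhibition above the campaign mean inhibition over all tested compounds plus 3 SD, cut at about 28% in these data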;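 also: 0% = plate median of test compound wells and 100% = 2 mM ZnCl2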
pCIP destab – compounds decreasing mouse p/CIP protein stability. actives 0.01% (n = 290,000). Q05BA5. F442A p/CIP-EGFP cells, EGFP fluorescence, 16 h. AID 1984. decrease of EGFP signal, % at 10 µM;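 active = EGFP signal decrease of at least 30% at 10 µM or well 3 SD below plate mean, unless failing retest; inactive = the rest, including hits failing retest or dose response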; also: some compounds called inactive have numbers as strong as hits; many of its hits are not listed in these tables
* hit, by the source's call; . = not tested or not shown.

The line under a structure holds: NALP1 inh, GPR7 antagonist, PHOSPHO1 inh, IMP-1 inhibitor, IDE cell inh, VIM-2 inhibitor, IDE cell activ, PfM18AAP inh, pCIP destab
1	CN(C)c1ncc(S(=O)(=O)c2ccccc2)c(-c2ccc(Cl)cc2Cl)n1
    -4.3, -7.7, -0.7, 0.2, -3.9, -0.6, -1.6, -7.7, -10.2
2	COc1ccc(CC(=O)NC(CC(=O)O)c2ccc(OC)cc2)cc1 (configuration not stated)
    21.4, 3.4, 11.4, 1.9, -1.7, 0.0, -0.6, -6.9, 4.8
3	Cc1ccc(OCC(=O)Nc2ccc3c(c2)nc2n3CCOC2)cc1
    -3.2, -3.8, 7.2, -4.8, -2.7, -1.9, 0.3, -6.6, -10.5
4	Cc1ccc(NC(=O)CSc2nc(C)c(Cc3ccccc3)c(=O)[nH]2)cc1C
    -7.7, -6.7, 19.2, -2.0, -3.8, -2.8, 2.8, -9.2, -8.7
5	O=C(O)CCC(=O)/C=C/c1ccccc1
    8.5, 1.1, 18.3, -0.7, 1.7, -2.2, -1.3, -11.2, -7.8
6	O=C(Nc1ccccc1)C1COc2ccccc2O1 (configuration not stated)
    4.7, -5.1, 40.1, -2.0, 0.3, -0.6, 4.5, -2.6, -12.6
7	COc1ccc(OC)c(N(C)S(=O)(=O)c2ccc3c(c2)N(C(C)=O)CCO3)c1
    14.1, -8.9, 26.3, -4.2, 3.3, -1.1, 4.2, 1.5, 7.5
8	Cn1c(=O)n(C)c2cc(N3CCCC3)c(NC(=O)c3cccc(F)c3)cc21
    15.5, 3.2, 34.4, 0.6, -3.7, 1.2, -0.3, 26.0, -13.3
9	CCCS(=O)(=O)N1CCCC(C(=O)NCCN2CCOCC2)C1 (configuration not stated)
    14.9, -12.0, 3.8, 0.4, -2.3, -1.9, 5.4, -0.9, 8.2
10	CCn1cc(C(=O)NCCCN2CCCC(C)C2)c(=O)c2cc(S(=O)(=O)N(C)C3CCCCC3)ccc21 (configuration not stated)
    29.4, -2.9, 22.5, -1.7, -2.6, -2.1, 4.0, 2.8, 0.9
11	COC(=O)C1Cc2c([nH]c3ccccc23)CN1C(C)=O (configuration not stated)
    4.6, -1.5, 15.9, -3.6, -4.8, 0.2, 4.3, -0.9, 3.2
12	COc1ccc(Nc2ncnc3sc(C)cc23)c(OC)c1
    9.7, -20.0, -0.8, -4.1, 3.1, -1.2, 1.0, -4.7, 0.4
13	CCOc1ccc(/C=N/NC(=O)c2cc3ccccc3cc2OC)cc1
    14.1, -17.8, 36.4, -0.7, 0.8, -2.1, -2.9, -0.1, -15.0
14	O=C(CSc1nnc2scc(-c3ccccc3)n12)c1ccc2c(c1)OCCO2
    -0.5, 3.0, 12.6, -3.5, 8.2, -2.8, 1.6, 6.5, -14.6
15	Cc1cc(NC(=O)CSc2nnc(COc3cccc(C)c3C)n2Cc2ccco2)no1
    16.0, 7.9, 24.4, 0.0, 5.0, -1.7, 8.4, -5.3, -3.7
16	CCOc1ccc(CC(=N)C2=C(O)CC(C)(C)CC2=O)cc1OCC
    10.0, -10.3, -15.4, -3.4, 2.2, -5.2, -2.2, 6.3, -9.3
17	Cc1nonc1OCCN1CCN(c2ccccc2[N+](=O)[O-])CC1
    19.9, -3.9, 28.3, -1.9, -0.1, -0.8, -2.7, 2.4, 2.7
18	CC(C)(C)c1cc(CSC(=S)NC2CCS(=O)(=O)C2)c(Br)c(C(C)(C)C)c1 (configuration not stated)
    24.9, -1.2, 38.5, -2.7, 0.0, -3.1, -4.8, 2.0, -8.1
19	Oc1c(C=C2N=c3ccccc3=N2)sc(=S)n1-c1ccc2ccccc2c1
    ., -2.5, 10.0, -2.9, 2.4, -3.4, 0.3, 7.0, -23.0
20	O=C(NCCC1=CCCCC1)Nc1ccc2nsnc2c1
    2.3, -7.8, -1.1, -2.5, 31.1*, -2.2, -22.8, 5.9, -2.2
21	CC1(C(=O)NCC2CCCO2)Oc2cccnc2NC1=O (configuration not stated)
    -10.7, -7.7, 35.4, -1.0, 0.4, 1.0, 3.2, -9.4, -10.2
22	COC(=O)c1c(NC(=O)CCCC(=O)O)sc2c1CCC2
    10.7, -3.3, -29.2, -4.5, -2.6, -1.8, 1.5, -7.1, 5.9
23	CC1(C)Cc2c(sc(NC(=O)C(=O)NCC3CCCO3)c2C(N)=O)CO1 (configuration not stated)
    13.2, 7.3, 49.0, -4.2, 4.6, -4.6, 0.3, 7.5, -5.3
24	CCCNC(=O)Cn1c(-c2ccc(F)cc2)cc(C(=O)OCC)c1C
    -3.5, -1.7, 32.4, -0.7, 1.6, 1.7, 6.2, -4.0, 2.7
25	CCC(=O)Nc1cc(-c2cc3ccccc3oc2=O)ccc1OC
    3.9, 4.2, 42.8, -2.7, 14.8, -2.6, 1.5, 4.5, 4.0
26	O=C(COC(=O)Cc1ccccc1F)Nc1cccc(F)c1
    -6.3, -10.8, 26.5, -0.5, -5.1, -1.6, 1.6, -2.2, -12.3
27	O=S(=O)(NCCCN1CCN(c2ccccc2F)CC1)c1cccc2cccnc12
    1.4, -4.9, 8.6, -0.4, 0.9, -3.5, 5.5, -6.9, 8.7
28	Cc1ccc(C)c(N(CC(=O)NC2CCCC2)C(=O)c2cc3cc4cc(C)ccc4nc3s2)c1
    10.1, -3.0, 23.5, 0.0, -2.6, 0.0, 3.9, 7.9, -1.6
29	O=C(Nc1ccc(-c2csc(Nc3ccccc3)n2)cc1)c1cc([N+](=O)[O-])cc(C(F)(F)F)c1
    28.8, ., 30.9, ., 0.1, ., 5.5, ., -10.7
30	COc1ccc2nc(Nc3nc(CSc4ccc(C)cc4)cc(=O)[nH]3)nc(C)c2c1
    1.8, -19.8, 31.1, -2.6, -0.6, -1.4, 4.9, -2.9, 1.7
31	CCN(CC)CCN1C(=O)C2C(C(=O)Nc3cccc(C)c3)C3C=CC2(O3)C1C(=O)NC1CCCC(C)C1C (configuration not stated)
    11.0, 6.2, 36.0, -1.2, -7.5, -4.4, 4.0, -1.1, 2.2
32	S=c1[nH]nc(C23CC4CC(CC(C4)C2)C3)n1Cc1ccco1
    11.1, -10.7, -29.9, -3.3, -4.6, -1.9, -2.1, -11.8, -4.9
33	CCC(C(=O)NC(C)CCc1ccco1)n1nc(C)n2c(cc3occc32)c1=O (configuration not stated)
    8.9, -12.4, -5.8, -2.1, 2.2, -4.2, 5.5, 4.8, 4.2
34	COc1c(Cl)cc(Cl)cc1CNCCNCCO
    -9.0, 0.7, 1.5, -3.5, -1.5, -2.8, 6.5, -3.3, -7.0
35	COc1cccc(N2C(=O)CC(N3CCN(S(=O)(=O)c4ccccc4)CC3)C2=O)c1 (configuration not stated)
    4.4, -11.8, 25.1, -3.2, -0.8, -4.9, -0.7, -5.2, 2.4
36	Cc1cccc(C(=O)NC(=S)Nc2ccc(S(=O)(=O)N3CCN(C)CC3)cc2)c1
    0.3, -12.9, -1.4, -3.2, 4.5, 38.2*, -5.1, 2.6, -3.4
37	O=c1oc2ccccc2cc1-c1csc(Nc2nc3ccc(F)cc3s2)n1
    21.1, -12.2, -3.9, -3.7, -0.9, -1.0, ., 1.4, 22.1
38	O=[N+]([O-])c1ccc(NCc2ccncc2)cc1
    14.9, 17.5, 9.3, -1.3, -1.1, -0.1, 4.1, 0.2, -5.4
39	CCCc1nc2ccccc2c(C(=O)OC(C)C(=O)NCc2ccc3c(c2)OCO3)c1CC (configuration not stated)
    33.4, 7.3, 23.3, -3.3, -2.3, -2.1, 0.3, -3.0, 1.6
40	Cc1cccc(C)c1OCCCn1ccnc1
    25.2, 3.8, 52.1, 2.0, 0.5, 0.1, -3.0, -10.3, -0.5

Entries listed above marked active in IDE cell inh:
The line under a structure holds: NALP1 inh, GPR7 antagonist, PHOSPHO1 inh, IMP-1 inhibitor, IDE cell inh, VIM-2 inhibitor, IDE cell activ, PfM18AAP inh, pCIP destab
20	O=C(NCCC1=CCCCC1)Nc1ccc2nsnc2c1
    2.3, -7.8, -1.1, -2.5, 31.1*, -2.2, -22.8, 5.9, -2.2

Given screen by screen: 2 of the compounds above
35. COc1cccc(N2C(=O)CC(N3CCN(S(=O)(=O)c4ccccc4)CC3)C2=O)c1 (configuration not stated)
36. Cc1cccc(C(=O)NC(=S)Nc2ccc(S(=O)(=O)N3CCN(C)CC3)cc2)c1
entry no. | 35 | 36
NALP1 inh | 4.4 | 0.3
GPR7 antagonist | -11.8 | -12.9
PHOSPHO1 inh | 25.1 | -1.4
IMP-1 inhibitor | -3.2 | -3.2
IDE cell inh | -0.8 | 4.5
VIM-2 inhibitor | -4.9 | 38.2*
IDE cell activ | -0.7 | -5.1
PfM18AAP inh | -5.2 | 2.6
pCIP destab | 2.4 | -3.4

Continued.
The line under a structure holds: NALP1 inh, GPR7 antagonist, PHOSPHO1 inh, IMP-1 inhibitor, IDE cell inh, VIM-2 inhibitor, IDE cell activ, PfM18AAP inh, pCIP destab
41	Cc1cc(C)cc(NC(=O)COC(=O)c2n[nH]c3ccccc23)c1
    -19.0, 3.3, 45.6, -2.7, -1.1, -4.4, 0.1, 1.1, 0.7
42	COc1ccc(OC)c(C2Nc3c(Cl)ccc(C(=O)O)c3C3C=CCC32)c1 (configuration not stated)
    -0.3, -2.8, -20.3, 10.8*, 4.7, -1.1, -3.0, 11.4, 1.4
43	O=C(NCc1cccnc1)C1CCCN(S(=O)(=O)c2ccccc2)C1 (configuration not stated)
    15.7, -10.2, -6.6, -3.0, -0.4, -0.2, 3.2, -7.4, -11.3
44	O=C1S/C(=C\c2ccc(N3CCOCC3)o2)C(=O)N1c1ccccc1
    46.3, -6.1, -37.6, 0.8, -4.7, 1.9, -20.6, 5.5, -69.2
45	Cn1c(=O)c2nc(Cl)n(Cc3ccc(Cl)cc3Cl)c2n(C)c1=O
    ., -14.3, ., -7.1, ., -0.6, ., 4.4, .
46	CCOC(=O)c1nc(N)c(=O)n(-c2ccc(C)cc2)n1
    6.2, -2.3, 3.4, -0.5, 4.5, 0.8, -0.4, -5.5, -34.6
47	COCCN(C(=O)C1CCCC1)c1c(N)n(Cc2ccccc2)c(=O)[nH]c1=O
    16.2, -3.3, 13.2, -2.6, -0.6, -1.8, 6.0, -0.9, -5.9
48	COc1ccc(C(=O)N2CCc3cc(OC)c(OC)cc3C2c2ccc(OC)c(OC)c2)cc1 (configuration not stated)
    17.5, -15.3, 28.6, -1.1, 2.0, -0.6, -2.3, -1.6, 4.3
49	O=C(O)CCCC(=O)Nc1ccc(Cl)c(Cl)c1
    3.2, -9.4, -10.6, -1.9, 0.4, -2.8, -3.6, 5.7, 10.1
50	Cc1ccc(S(=O)(=O)CCSc2ccc(C(F)(F)F)cn2)cc1
    -1.8, -18.1, -32.1, -1.9, 4.5, -3.1, ., -2.7, -5.9
51	Cc1cc(C(=O)N2CCOCC2)c(C)o1
    7.4, 5.0, 43.9, -2.2, -4.4, -2.9, -0.8, -0.2, 5.7
52	CN(CCC#N)C(=O)COC(=O)c1ccc(Cl)c(S(N)(=O)=O)c1
    37.8, -12.7, 25.5, -5.8, 5.8, -3.1, 5.1, -1.7, 5.6
